UDG counter – Primary qHTS assay for inhibitors of Activation Induced Cytidine Deaminase (AID): UDG Counterscreen signal; FRET deamination/UDG coupled assay, UDG read, 4 h; AID 1347430, 2020; Potency, µM (titrated, usually from 115 µM), inactives show at the top dose activity change, negative = inhibition, actives largely listed as inhibitors; 91,000 compounds, 0.14% hits; further: nearly all actives have a fitted effect of over 65% in size
AID inh – Primary qHTS assay for inhibitors of Activation Induced Cytidine Deaminase (AID): AID signal; Single-stranded DNA cytosine deaminase (Homo sapiens), Q9GZX7; AID deamination FRET fluorescence, UDG-coupled, 4 h; Potency, µM (highest dose often 115 µM), inactives show at the highest dose activity change, negative = inhibition, usual class: inhibitors; 91,000 compounds, 0.32% hits; further: nearly all actives have a fitted effect of over 25% in size
Target sequence (Q9GZX7 whole entry, looked up): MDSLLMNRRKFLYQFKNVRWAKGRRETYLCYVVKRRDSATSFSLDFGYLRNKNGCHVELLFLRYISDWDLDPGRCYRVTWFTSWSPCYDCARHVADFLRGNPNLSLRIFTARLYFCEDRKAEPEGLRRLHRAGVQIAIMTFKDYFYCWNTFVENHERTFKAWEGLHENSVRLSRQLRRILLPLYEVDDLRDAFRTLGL
* marks the source's active call; other numbers are inactive results; ? = inconclusive; [ ] = dose if it differs, or a comment. The call rests on the fitted dose curve; in most records, active means well fitted curve in the direction sought with a large enough effect; inconclusive means small, poorly fitted or top-dose-only effect, or another doubt; inactive means no such curve, though single readings can be large; an effect the other way counts as inactive or inconclusive. On the % scale 0 is the no-effect control and ±100 the full control effect; potency means the concentration at half of the fitted maximal effect. Some of the compounds tested; the hit share may differ from the screen's.

Molecule	UDG counter	AID inh
CC(C)Cc1ccc(C(C)C(=O)NC(c2ccccc2)c2ccccc2)cc1 (stereo not drawn)	-8%	-9%
O=C(NCc1ccccc1)C1CCCN(S(=O)(=O)c2cccc3nsnc23)C1 (stereo not drawn)	3%	0%
CCc1cc(=O)oc2cc(OC(C)C(=O)NCc3cccnc3)ccc12 (stereo not drawn)	2%	0%
C1CCCN(CCNC2CCCC2)CC1	-6%	15%
CC(C)c1ccc(Nc2cc(C(=O)NCCCN(C)Cc3ccccc3)c3ccccc3n2)cc1	0%[57.5 µM]	9%
O=C(CSCc1cnn(-c2ccccc2)c1-n1cccc1)NCc1ccccc1F	-12%[57.5 µM]	?
CCc1ccccc1-n1c(N)c(C(=O)OC)c2nc3ccccc3nc21	6%	71%[activator]
Clc1ccc(-c2noc3ncnc(NCCc4ccccc4)c23)cc1	-10%	25µM*
CN1CCN(c2oc(-c3ccc(COc4ccc(Cl)cc4)o3)nc2C#N)CC1	-18%	?
CCN(C(=O)c1cc2ccc(OC)cc2[nH]1)C1CCCCC1	5%	2%
CC(C)COc1ccc(C(=O)Nc2cccc(-c3nc4ccccc4[nH]3)c2)cc1	-5%	4%
Cc1ccc(-n2c(SCC(=O)Nc3ccc4c(c3)OCCO4)nc3c([nH]c4ccccc43)c2=O)cc1	-8%	13%

Profiles as entered above.
CC(C)COc1ccc(C(=O)Nc2cccc(-c3nc4ccccc4[nH]3)c2)cc1 reads UDG counter = -5%; AID inh = 4%
CCc1ccccc1-n1c(N)c(C(=O)OC)c2nc3ccccc3nc21 reads UDG counter = 6%; AID inh = 71%[activator]

More compounds.
Molecule	UDG counter	AID inh
COc1ccccc1CC(=O)Nc1ccc2nc(Nc3cccc(Cl)c3)cc(C)c2c1	-2%	-17%
c1coc(-c2cc(CSc3ccc4c(c3)OCCCO4)no2)c1	-7%	-10%
COC(=O)C1C(=O)C=C(N)CC1c1ccco1 (stereo not drawn)	-8%	-1%
COc1ccccc1N1CCN(C(=O)Cn2c(=O)nc(-c3ccccc3)c3ccccc32)CC1	-8%	-10%
COc1nnc(-c2ccc(N3CCCCC3)c(NC(=O)c3ccc(Cl)cc3)c2)c2ccccc12	-9%	-6%
CCCn1c(N)c(N(CCOC)C(=O)c2cc3c(s2)CCC(CC)C3)c(=O)[nH]c1=O (stereo not drawn)	-1%	-13%
COc1cc(OC)c(OC)cc1/C=C/c1nc2cc3ccccc3cc2c(=O)n1-c1ccccc1Br	-12%	3%
N#Cc1nc(COc2ccc3c(c2)OCO3)oc1NC1CC1	-5%	-4%
CCOC(=O)c1cnc2c(C)c(Cl)ccc2c1Nc1ccc(N2CCOCC2)cc1	-1%	16%
COC(=O)c1c(C)[nH]c(-c2ccc(OC)cc2F)c1C1C(=O)Nc2ccccc21 (stereo not drawn)	-2%	-4%
Cc1ccccc1Cn1c(=O)n(Cc2ccco2)c(=O)c2sc3ccccc3c21	-6%	1%
Cc1cc(C)c(S(=O)(=O)NCC(c2ccco2)S(=O)(=O)c2cccs2)c(C)c1 (stereo not drawn)	-2%	18%
CCC(=O)NCCc1nc2cc(NC(=O)c3cccc(Br)c3)ccc2n1C	-2%	6%
CC1CCCCN1C(C)CNC(=S)Nc1ccc(Cl)cc1Cl (stereo not drawn)	-1%	0%
CCc1ccc(NC(=O)CCn2c(-c3ccc(OC)cc3)cc(C(C)=O)c2C)cc1	?	1%
COc1ccc2c(c1)cc1c(=O)n(CC(=O)NC(C)C)nc(C)n12	10%	21%
COc1cccc(-c2cc(C(=O)NCc3ccccc3)[nH]n2)c1	-3%	-9%
Cc1cc(Cl)ccc1OCC(=O)OCC(=O)Nc1ccccc1	-1%	0%
O=C(Cn1c(=O)c2ccccc2n(CC(=O)Nc2ccc(F)cc2F)c1=O)NCCc1ccccc1	0%	-5%
Cc1ccc(C(=O)Nc2ccccc2F)cc1S(=O)(=O)N1CCOCC1	4%	19%
COc1ccc(NC(=O)C2CCCN(S(=O)(=O)c3ccc4c(c3)CCCC(=O)N4)C2)cc1OC (stereo not drawn)	7%	43%[activator]
CCCCSc1nc2c(c(=O)n(C)c(=O)n2C)n1C/C=C/c1ccccc1	-7%	?
Cc1ccc(S(=O)(=O)c2c(Nc3ccc(C)c(C)c3)sc(C(=O)c3ccc4c(c3)OCO4)c2N)cc1	-15%	-8%
Cc1ccc(NC(=O)C(C#N)=C2CCCCC2)cc1	6%	6%
N#Cc1c(N)n[nH]c1CCCNC(=O)c1ccc(Cn2nnc3ccccc32)cc1	2%	-1%
CCOC(=O)C(C#N)C(C#N)c1ccccc1 (stereo not drawn)	8%	16%
Cc1ccc(CN2CCSc3ccc(C(=O)N4CCN(c5cc(C)ccc5C)CC4)cc32)cc1	-1%	-9%
COc1cc(COc2cccc(C(C)=O)c2)c(OC)cc1Br	2%	3%
CCCCc1ccc(C(=O)NCc2ccncc2)cc1	-6%	-15%
O=C(NC(c1ccccc1)c1ccccc1)C12CC3CC(CC(O)(C3)C1)C2	-1%	-7%
CCc1cccc(NC(=O)c2ccc3c(c2)N(Cc2cccc(Cl)c2)C(=O)c2ccccc2S3=O)c1 (stereo not drawn)	-1%	-5%
CCOc1ccccc1-c1noc(CSc2nnc(-c3ccccc3)n2-c2cccc(C)c2)n1	-8%	-21%
CCCN(CCC)CCc1cccc2c1CC(=O)N2	0%	10%
CCC(CC)C(=O)Nc1sc(Nc2ccc(C)cc2)nc1C(N)=O	3%	-3%
COc1ccc(-c2nc(Nc3ccccc3C)c3ccccc3n2)cc1	-18%	-18%
COc1ccc(C(=O)OCc2ncc(-c3ccccc3)o2)c(O)c1	0%	-2%
COc1ccc(CCNc2nc(SCc3cccc(F)c3)nc3ccccc23)cc1OC	2%[57.5 µM]	0%
COc1ccc(-c2c(C)nn3c(-c4ccccc4)cc(-c4ccccc4)nc23)cc1OC	-2%	3%
Cc1cnc(C(=O)Nc2ccccc2C(=O)NCCc2ccccc2)cn1	0%	-3%
N#CCSc1ccccc1C(=O)NC1CC1	1%	-6%
Clc1ccc(Cc2nc(-c3ccc(Br)o3)no2)cc1	-7%	-11%
Cc1cc(C)c2oc(-c3cc(NC(=O)Cc4ccccc4)ccc3Cl)nc2c1	-5%	-1%
CC(C)C(C)NC(=O)c1csc2c1CCCC2 (stereo not drawn)	-7%	-5%
Cc1nc(C)c(C(=O)c2ccccc2)cc1C(=O)c1ccccc1	-14%	-12%
Cc1cc(C)cc(NC(=O)CSc2nc3nccnc3c(=O)n2CCc2ccccc2)c1	7%	-28%
O=C(O)c1ccc(O)c(Cl)c1	4%	1%
Cc1ccccc1-c1nc(SCC(=O)NCC2CCCO2)c2c(=O)n(C)c(=O)n(C)c2n1 (stereo not drawn)	-5%	-5%
CCc1ccc(OC(C)C(=O)Nc2c(C(=O)c3ccccc3)oc3ccccc23)cc1 (stereo not drawn)	2%	17%

2 entries from above, as labelled records:
> Cc1cc(C)c2oc(-c3cc(NC(=O)Cc4ccccc4)ccc3Cl)nc2c1
  UDG counter: -5% | AID inh: -1%
> CC(C)C(C)NC(=O)c1csc2c1CCCC2 (stereo not drawn)
  UDG counter: -7% | AID inh: -5%

(list continues)
Molecule	UDG counter	AID inh
CCN1CCN(c2nc3c(c(=O)[nH]c(=O)n3C)n2CC(O)COc2ccccc2)CC1 (stereo not drawn)	1%	3%
COc1ccc(C2c3cc(OC)c(OC)cc3CC(=O)N2c2cccc(C#N)c2)cc1 (stereo not drawn)	-14%	0%
CCCCCCCCCCSc1ccc(C(C)=O)cc1	-5%	-1%
Cc1cccc(N(CC(=O)NCCSc2ccc(Cl)cc2)S(C)(=O)=O)c1C	-19%	-22%
N#CC1=C(N)OC2=C(C(=O)CCC2)C1c1ccc(OC(=O)c2ccccc2)cc1 (stereo not drawn)	-9%	2%
CCOC(=O)CS(=O)(=O)C(c1ccccc1)S(=O)(=O)CC(=O)OCC	-6%	-3%
O=C(CSCc1ccc(F)cc1)NCc1ccc(F)cc1	-5%[57.5 µM]	13%
FC(F)(F)c1cc(Cl)c2nc(-c3cccc(Br)c3)cn2c1	-4%	-7%
CC(C)CCN1CCN(C(=O)c2cccc(C#N)c2)CC1	2%	-9%
Cc1ccc(NC(=O)CN2C(=O)COc3ccc(S(=O)(=O)N4CCCCCC4)cc32)c(C)c1	-12%	-18%
CCOc1cc(CNC(=O)CCCn2c(=O)c3cccn3c3cccnc32)cc(OCC)c1OCC	-7%	5%
O=C(Cn1c(-c2cscn2)nc2ccccc21)Nc1ccc(N2CCCC2=O)cc1	-5%	20%
CCN(CC)C(=O)Cn1ncc2c([nH]c3ccccc32)c1=O	-12%[57.5 µM]	-14%
Cc1ccc2oc(/N=C(\N)NC(=O)c3ccccc3)nc2c1	-1%	2%
O=C(C1CCN(S(=O)(=O)Cc2ccccc2)CC1)N1CCN(c2cccc(C(F)(F)F)c2)CC1	47%[activator]	21%
Cc1ccc(/C=N/O)cc1	-5%	-6%
CCOc1ccc(N(CC(=O)NCc2ccc(Cl)cc2Cl)S(C)(=O)=O)cc1	0%	-6%
CCN(CCC(F)(F)F)C(=O)c1ccc2ccccc2n1	-1%	-1%
CCn1c2ccccc2c2cc(NC(=O)c3ccc[n+]([O-])c3)ccc21	-7%	17%
O=C(CN1C(=O)CC(c2ccco2)Sc2ccccc21)Nc1cccc(C(F)(F)F)c1 (stereo not drawn)	-1%	20%
CCOC(=O)c1[nH]c(C)c(CCC(=O)Nc2ccc(C(C)=O)cc2)c1C	4%	-14%
CCN(CCCNC(=O)c1cc(Nc2ccc(OC)cc2)nc2ccccc12)c1cccc(C)c1	-25%[57.5 µM]	-2%
COc1cc(OC)cc(C(=O)Nc2ccc3c(c2)N(C2CCCC2)C(=O)c2ccccc2S3)c1	?	?
CC(=O)Nc1ccc2c(c1)nc(CCn1ccnc1C)n2C	7%	0%
O=C(Nc1ccc(F)cc1F)c1ccc2c(Cl)c3c(nc2c1)CCC3	-1%	-3%
COC(=O)C1(C(=O)OC)C(c2ccccc2)CC(=O)CC1c1ccccc1 (stereo not drawn)	-3%	1%
Cc1ccc(C(=O)COC(=O)c2cc3ccccc3[nH]2)c(C)c1	?	-11%
COc1ccc(OC)c(NC(=O)c2cn(CC(C)C)c(=O)c3cc(OC)c(OC)cc23)c1	-8%	11%
Cc1ccccc1OCCC(=O)Nc1cccc2cccnc12	2%	1%
O=C(CCN1CCN(CCO)CC1)Nc1ccc(Br)cc1	12%	14%
O=C(CCn1ccccc1=O)Nc1ccccc1F	1%	4%
N#CC[n+]1cccc(-c2ccccc2)c1	-22%	18%
CCOC(=O)c1c(C)[nH]c(C)c1S(=O)(=O)NCC(=O)Nc1ccc(C)cc1C	-20%	-10%
O=C(CCn1nc(-c2ccccc2)c2ccccc2c1=O)N1CCOCC1	-3%	6%
CSC(C)C(=O)Nc1ccc(Cl)c(Cl)c1 (stereo not drawn)	-4%	-4%
Cn1cc(C(=O)NC2CCN(S(C)(=O)=O)CC2)c2ccccc21	0%	2%
Cc1nc2ccc(S(=O)(=O)N(C)CC(=O)Nc3ccc(C(C)C)cc3)cc2s1	-23%	-19%
O=C(COc1ccccc1)N(Cc1ccc(-c2ccc(Cl)cc2)o1)C1CCS(=O)(=O)C1 (stereo not drawn)	-6%	-18%
COc1ccc(-c2noc(Cn3c(=O)c4ccccc4n(CC(=O)Nc4cccc(OC)c4)c3=O)n2)cc1	3%	-4%
CC(CNC(=O)Cn1nc(C(N)=O)c2ccccc2c1=O)(c1ccccc1)c1ccccc1	14%	5%
CCc1ccccc1Nc1nn2c(=O)c3ccc(C(=O)NC(C)c4ccccc4)cc3nc2s1 (stereo not drawn)	-16%	?
COC(=O)c1ccc(CNC(=O)C2CC=CCC2)cc1 (stereo not drawn)	0%	1%
CCCCc1nc2sc(C(=O)OCC)c(N)c2c2c1COC(C)(C)C2	-1%	5%
CCCCCNC(=O)c1ccc2c(=O)n(CCc3ccccc3)c(=O)[nH]c2c1	1%	10%
Cc1ccc(NS(=O)(=O)c2cc([N+](=O)[O-])ccc2NN)c(C)c1	-20%	-7%
Cc1cncn1CCc1nc2c3ccccc3nc(SCC(=O)Nc3ccc(F)cc3)n2n1	23%	9%
Cc1nc(-c2ccc(S(=O)(=O)Nc3ccc(C)c(C)c3)cc2)co1	7%	6%
Cc1nnc(N2CCC(C(=O)NC(C)C)CC2)c2nn(-c3ccccc3)c(C)c12	-17%	-6%
N#Cc1ccc(Oc2cccc(C(=O)OCC(=O)c3ccccc3)c2)cc1C#N	2%	-7%
CC(=O)c1ccc(NC(=O)CSc2ccc(-c3cccs3)nn2)cc1	1%	-12%

Fetched one by one from the entries so far, 4 records:
Molecule	UDG counter	AID inh
COc1ccc(-c2noc(Cn3c(=O)c4ccccc4n(CC(=O)Nc4cccc(OC)c4)c3=O)n2)cc1	3%	-4%
N#Cc1ccc(Oc2cccc(C(=O)OCC(=O)c3ccccc3)c2)cc1C#N	2%	-7%
Cc1nc(-c2ccc(S(=O)(=O)Nc3ccc(C)c(C)c3)cc2)co1	7%	6%
CC(=O)c1ccc(NC(=O)CSc2ccc(-c3cccs3)nn2)cc1	1%	-12%

Bioassay records as filed in PubChem BioAssay.
